# Compound activity (PubChem)
# MrgX1 allo act – human MrgX1 positive allosteric modulation, primary screen | MrgX1-HEK293, Fluo-4 calcium flux, FDSS; active compounds read high | B-score at 10 µM | 310,000 compounds, 0.63% hits | AID 588675;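 active = plate-corrected calcium response at least 3 library SD above typical, normal starting fluorescence, not activating the receptor alone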;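 note: compound read alongside a low EC10 to EC30 dose of BAM8-22 agonist; peak minus trough fluorescence over baseline measured at the second addition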
# TRPC4 potent – TRPC4 (mouse) allosteric potentiation; B-score at 10 µM; HEK293 TRPC4beta/mu-opioid, DAMGO EC20, Fluo-4 Ca2+ flux; active compounds read high; AID 2227; 310,000 compounds, 0.42% hits; Q9QUQ5;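 active = B-score of calcium response area above 5 SD of library B-scores, with initial fluorescence ratio within 5 SD of library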;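 note: B-score of integrated fluorescence ratio over time as area under calcium response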
# MrgX1 antagonist – antagonists of human MrgX1 receptor; MRGX1-HEK293 calcium flux, Fluo-4, BAM8-22 antagonism; active compounds read low; B-score at 10 µM; 310,000 compounds, 1.3% hits; Q96LB2;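 active = calcium-response B-score plate-corrected more than 3 library SD below zero, starting fluorescence within 5 deviations, no agonist response on first addition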;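 note: peak minus trough fluorescence over baseline after final BAM8-22 challenge near maximal dose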
# MrgX1 agonist – human MrgX1 receptor agonism, primary screen. AID 588627. Q96LB2. MrgX1-HEK293 cells, Fluo-4 calcium fluorescence, agonist mode; active compounds read high. 310,000 compounds, 0.44% hits. B-score at 10 µM;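 active = calcium response B-score plate-corrected fluorescence ratio at least 3 library SD, with starting fluorescence B-score inside 5 SD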
#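 Material: MrgX1-expressing HEK293 cells; input: 15,000 cells per well; doses: test compound given as first of three sequential additions; schedule: overnight plating before 1 h dye loading; technique: Fluo-4 NW calcium-flux fluorescence, kinetic read; evaluation: baseline-normalised fluorescence change ratio, B-scored; control set: plate-wise positive and negative controls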
# TMEM16A inh – blocks the mouse calcium-activated chloride channel TMEM16A | HEK293 TMEM16A/YFP iodide influx fluorescence, ionomycin | normalized B-score (activity score, 25-100; higher = stronger inhibition) at 10 µM | 310,000 compounds, 1.2% hits;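 active = ratio plate-corrected score three or more library SD toward inhibition, starting fluorescence score within five deviations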;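 note: score derived from kinetic fluorescence span divided by baseline fluorescence per well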
# Target sequence (Q8BHY3 whole entry, looked up): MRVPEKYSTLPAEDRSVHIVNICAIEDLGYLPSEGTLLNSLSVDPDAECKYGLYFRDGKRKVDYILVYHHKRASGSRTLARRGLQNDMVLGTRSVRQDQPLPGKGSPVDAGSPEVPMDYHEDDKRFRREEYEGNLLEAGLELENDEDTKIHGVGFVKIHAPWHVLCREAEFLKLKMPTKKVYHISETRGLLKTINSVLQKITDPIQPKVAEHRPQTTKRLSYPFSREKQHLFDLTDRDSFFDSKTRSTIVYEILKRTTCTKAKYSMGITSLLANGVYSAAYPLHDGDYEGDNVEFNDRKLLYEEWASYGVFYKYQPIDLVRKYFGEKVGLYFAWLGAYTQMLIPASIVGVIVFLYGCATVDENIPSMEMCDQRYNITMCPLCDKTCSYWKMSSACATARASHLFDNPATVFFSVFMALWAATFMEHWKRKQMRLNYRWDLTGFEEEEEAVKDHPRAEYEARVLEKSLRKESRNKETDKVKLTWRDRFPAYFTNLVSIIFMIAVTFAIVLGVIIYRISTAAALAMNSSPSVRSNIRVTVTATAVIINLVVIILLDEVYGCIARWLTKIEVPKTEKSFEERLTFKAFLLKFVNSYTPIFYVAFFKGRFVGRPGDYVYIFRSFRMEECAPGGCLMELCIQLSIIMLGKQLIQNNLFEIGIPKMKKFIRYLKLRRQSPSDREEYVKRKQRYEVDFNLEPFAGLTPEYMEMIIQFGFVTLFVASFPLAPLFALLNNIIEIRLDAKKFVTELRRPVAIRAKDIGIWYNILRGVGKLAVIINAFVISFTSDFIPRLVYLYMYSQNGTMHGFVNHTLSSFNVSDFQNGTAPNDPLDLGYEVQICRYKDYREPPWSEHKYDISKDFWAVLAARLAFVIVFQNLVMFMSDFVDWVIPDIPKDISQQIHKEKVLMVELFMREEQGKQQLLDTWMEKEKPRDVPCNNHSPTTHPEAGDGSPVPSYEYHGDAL
# RGS4 inh – human RGS4 inhibition; P49798; HEK293 M3R/RGS4 inducible, Fluo-4 calcium flux; active compounds read high; triggered by carbachol at its EC20; B-score at 10 µM; 310,000 compounds, 0.45% hits; AID 463165;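 active = B-score, a plate-corrected calcium signal, over three deviations above library mean, with baseline fluorescence within five deviations of library mean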;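 note: RGS4 expression induced by doxycycline in cells with stable M3 receptor; B-score is computed from the integrated fluorescence ratio over baseline after carbachol; higher B-score means a larger calcium signal and so more RGS4 inhibition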
# TRPC6 inhibitor – blocks the mouse TRPC6 cation channel; Q61143; HEK293-TRPC6, membrane potential dye, ACh-evoked depolarization; active compounds read low; B-score at 10 µM; 310,000 compounds, 1.1% hits; AID 2553;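 active = B-score under library mean minus 3 SD, initial fluorescence not abnormally high, positive integrated signal ratio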;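 note: B-score derived from integrated fluorescence ratio over the kinetic read; more negative B-score means stronger inhibition of depolarization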
# TRPC4 inh – TRPC4 (mouse) channel inhibition. 300,000 compounds, 0.39% hits. B-score at 10 µM. AID 2247. HEK293 TRPC4beta/mu-opioid, DAMGO-evoked Fluo4 calcium flux; active compounds read low. Q9QUQ5;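 active = B-score over 3 SD under the library average, no early fluorescence shift, positive overall ratio signal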
#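 System: stable TRPC4beta/mu-opioid receptor HEK293 cells; Dosing: single-point compound dosing; Measured by: Fluo4 Ca2+ flux fluorescence; Read-out basis: per-well B score of integrated baseline-normalized Fluo4 ratio.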
# TRPC6 act – activators of mouse TRPC6 channel | Q61143 | HEK293-TRPC6 membrane potential dye fluorescence; active compounds read high | B-score at 10 µM | 310,000 compounds, 0.13% hits | AID 2550;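 active = B-score of the integrated fluorescence ratio above library mean plus 3 SD, and starting fluorescence ratio within library mean plus 5 SD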;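 note: higher score means more depolarization so channel activation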
# TMEM16A act – activates or potentiates the mouse TMEM16A chloride channel. Q8BHY3. HEK293 TMEM16A/YFP-H148Q/I152L, iodide quench fluorescence; active compounds read low. B-score at 10 µM. 340,000 compounds, 0.3% hits. AID 623877;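 active = fluorescence-ratio B-score plate-corrected deviation score at least 3 library SD below zero, with starting fluorescence score within 5 deviations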;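 note: channel opened by trigger with iodide after compound preincubation; score built on the fluorescence ratio of max minus min over baseline; more negative score means more quench and so TMEM16A activation or potentiation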
# TRPC4 agonist – activators of mouse TRPC4 channel; Q9QUQ5; HEK293 TRPC4beta/mu-opioid, Fluo4 calcium fluorescence; active compounds read high; B-score at 10 µM; 310,000 compounds, 0.49% hits; AID 2237;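 active = B-score above 5 SD of library B-scores, and initial fluorescence ratio not above library mean plus 5 SD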;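 note: positive B-score marks a calcium rise read as TRPC4 activation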
#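 Material: HEK293 stable line with TRPC4beta plus mu-opioid receptor; technique: Fluo4 calcium-sensitive dye fluorescence, kinetic, 1 Hz baseline; timing: Fluo4 dye loading 45 min at room temperature, 110 s recording; controls: assay buffer as low control, maximal DAMGO as high control; read-out: integrated baseline-normalised fluorescence ratio, converted to per-well B score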
# Starred values were filed as active, the others as inactive; i = inactive; x = not tested or not shown.
SMILES	TMEM16A act	RGS4 inh	TRPC4 potent	MrgX1 antagonist	TRPC4 inh	TRPC6 act	TRPC6 inhibitor	TMEM16A inh	MrgX1 agonist	TRPC4 agonist	MrgX1 allo act
O=C(CCC(=O)N1CCN(Cc2ccc(F)cc2)CC1)Nc1nnc(C2CCCCC2)s1	i	i	i	i	i	i	i	i	i	i	i
Cc1cccc(CN(CC(=O)N/N=C/c2cccs2)S(=O)(=O)c2ccc(Cl)cc2)c1	i	i	i	i	i	i	i	i	i	i	i
Cc1ccc(NC(=S)N2CCCC(CO)C2)c(C)c1 (stereo not given)	i	i	i	i	i	i	i	i	i	i	i
CCOC(=O)C(CC(C)C)CP(=O)(O)CNC(=O)OCc1ccccc1 (stereo not given)	i	i	i	i	i	i	i	i	i	i	i
Cn1cc(S(=O)(=O)N2CCCC2)cc1C(=O)NCc1ccccc1	i	i	i	i	i	i	i	i	i	i	i
COc1ccc(CCNC(=O)c2ccc3c(c2)N(Cc2ccc(F)cc2)CCS3)c(OC)c1	i	i	i	i	i	i	i	i	i	i	i
CCC(=O)/C=C1/Sc2ccccc2N1CC	i	i	i	i	i	i	i	i	i	i	i
COc1ccccc1CNC(=O)COC(=O)/C=C/c1cccs1	i	i	i	i	i	i	i	i	i	i	i
COc1ccc(OC)c(N2CC(O)=C(c3nc4ccccc4s3)C2=N)c1	i	i	i	i	i	i	i	i	i	i	i
C=CCn1cn[nH]c1=S	i	i	i	i	i	i	i	i	i	i	i
C#CCOCCOCCOCCNc1nc(N2CCN(C(=O)CCCCCCCCCCNC(=O)[C@H](CCCCN)n3cc(CCCC(=O)O)nn3)CC2)nc(N2CCN(C(=O)CCCCCCCCCCNC(=O)[C@@H]([C@H](C)O)n3cc(C)nn3)CC2)n1	i	x	x	i	x	x	x	i	i	x	i
CCOC(=O)C1CCN(c2cc3c(cc2NC(=O)c2ccc(OC)c(OC)c2)n(C)c(=O)n3C)CC1	i	i	i	i	i	i	i	i	i	i	i
CCN(CC)c1ccc(Nc2nc(N3CCOCC3)c3ccccc3n2)cc1	i	i	i	i	i	i	-5.2*	100*	i	i	i
COc1ccc(NC(=O)CN(C)C(=O)C(CCSC)NC(=O)c2ccccc2)cc1 (stereo not given)	i	i	i	i	i	i	i	i	i	i	i
CN(Cc1nccs1)C(=O)c1ccc(OC2CCN(CCc3ccccc3)CC2)cc1	i	i	i	i	i	i	i	i	i	i	i
O=C(CN1CCOCC1)NN=C(c1ccccc1)c1ccccc1	i	i	i	i	i	i	i	i	i	i	i
Cc1ccc(Cn2nc(C)c(NC(=O)C3(C)CC3(Br)Br)c2C)cc1 (stereo not given)	i	i	i	i	i	i	i	i	i	i	i
NC(=S)NC1CC2CC1C1C=CCC21 (stereo not given)	i	i	i	i	i	i	i	i	i	i	i
CCCC(=O)C1=C(O)C(C(=O)OC)C(C)(C)CC1=NCCc1ccccc1 (stereo not given)	i	i	i	i	i	i	i	i	i	i	i
COc1cccc(/C(O)=C2/C(=O)C(=O)N(c3ccccn3)C2c2ccc(OC)c(OC)c2)c1 (stereo not given)	i	i	i	i	i	i	i	i	i	i	i
COc1ccc(C(CNC(=O)c2ccc(Cl)c(NC(=O)c3cccs3)c2)N2CCCC2)cc1 (stereo not given)	i	i	i	i	i	i	-6*	i	i	i	i
COc1ccc(N(CC(=O)Nc2cccc(N(C)S(C)(=O)=O)c2)S(=O)(=O)c2ccc(C)cc2)cc1	i	i	i	i	i	i	i	i	i	i	i
Cc1oc(C(N)=O)nc1-c1ccccc1	i	i	i	i	i	i	i	i	i	i	i
CC(C)(C)NC(=O)COC(=O)CNC(=O)c1cc(Cl)cc([N+](=O)[O-])c1	i	i	i	i	i	i	i	i	i	i	i
CC1(C)CC(NC(=O)c2ccc3c(c2)OCO3)CC(C)(C)N1	i	i	i	i	i	i	i	i	i	i	i
Cc1ccc(NC2=CC(=O)C(=O)c3ccccc32)cc1	i	i	i	i	i	i	i	i	i	i	i
CCn1c(CCNC(=O)c2ccc(OC)cc2)nnc1SCc1ccc(Cl)c(Cl)c1	i	i	i	i	i	i	i	i	i	i	i
Cc1ccccc1C(=O)Nc1ccc(N2CCN(C(=O)c3ccco3)CC2)cc1	i	i	i	i	i	i	i	i	i	i	i
O=C(NC1CCCCC1)n1c(=O)oc2ccc(Cl)cc21	i	i	i	i	i	i	i	i	i	i	i
Cc1ccc(NC(=O)CS(=O)CC(=O)N(CC(=O)NC2CCCC2)c2cccc(C)c2C)cc1 (stereo not given)	i	i	i	i	i	i	i	i	i	i	i
CCc1ccc(N=C2N=C(N)c3ccccc32)cc1	i	i	i	i	i	i	-7.8*	i	i	i	i
COc1cc2c(cc1NC(=O)CN(C)Cc1cccc(OC)c1OC)oc1ccccc12	i	i	i	i	i	i	i	i	i	i	i
CCC(C)NC(=O)CSC1=Nc2ccccc2C2=NC(CC(=O)NCc3ccccc3)C(=O)N12 (stereo not given)	i	i	i	i	i	i	i	i	i	i	i
Cc1ccc(NC(=O)Nc2ccc3c(c2)nnn3C)cc1C	i	i	i	i	i	i	i	i	i	i	i
COc1cc(S(=O)(=O)NCc2ccc(F)cc2)ccc1-n1cnnn1	i	i	i	i	i	i	i	i	i	i	i
COc1ccc(-c2oc3cccnc3c2-c2ccc(OC)nc2)cc1	i	i	i	i	i	i	i	i	i	i	i
c1ccc(-c2cc(-c3ccccc3)[nH]n2)cc1	i	i	i	i	i	i	i	i	i	i	i
COCCCNC(=O)C(=O)N/N=C/c1ccc(OCC(=O)Nc2cccc(Cl)c2C)c(OC)c1	i	x	x	i	x	x	x	i	i	x	i
CCCn1cnc2cc(NCc3cccs3)ccc21	i	i	i	i	i	i	i	i	i	i	i
CN(C)c1cc[n+](CC(=O)Nc2ccc(OC(F)F)cc2)cc1	i	i	i	i	i	i	i	i	i	i	i
CCCc1c(C)nn(-c2ncccc2[N+](=O)[O-])c1C	i	i	i	i	i	i	i	i	i	i	i
Cc1cc(NC(=O)CCC(=O)N(Cc2ccco2)C(C)(C)C(=O)NC2CCCCC2)no1	i	i	i	i	i	i	i	i	i	i	i
Cc1ccc(S(=O)(=O)c2nc(-c3ccccc3F)oc2N2CC(C)OC(C)C2)cc1 (stereo not given)	i	i	i	i	i	i	i	i	i	i	i
Cc1cc(C)c(NS(=O)(=O)c2cccc3cccnc23)c(C)c1	i	i	i	i	i	i	i	i	i	i	i
COc1cccc(CNC(=O)CSc2nc3c(oc4ccccc43)c(=O)n2CC2CCCO2)c1 (stereo not given)	i	i	i	i	i	i	i	i	i	i	i
COc1cc2c(cc1OC)CN(CCOc1ccc(Br)cc1)CC2	i	i	i	i	i	i	i	i	i	i	i
COCCCn1c(=O)c2ccccc2n2c(=S)[nH]nc12	i	i	i	i	i	i	i	i	i	i	i
CN(C)c1nc(Oc2ccc(N)cc2)nc(N(C)C)n1	i	i	i	i	i	i	i	i	i	i	i
CCOc1ccc(NC(=O)c2ccccc2C(=O)c2ccccc2)cc1OCC	i	i	i	i	i	i	i	i	i	i	i
N#CCC(=O)N/N=C/c1ccc(OS(=O)(=O)c2ccccc2)cc1	i	i	i	i	i	i	i	i	i	i	i
O=C(c1cccnc1)N1C2CCC1CC(O)(c1ccc(F)cc1)C2 (stereo not given)	i	i	i	i	i	i	i	i	i	i	i
Cn1cc(/C=N/Nc2ccccc2)c2ccccc21	i	i	i	i	i	i	i	i	i	i	i
COc1ccc(S(=O)(=O)N2CCc3ccccc32)cc1C(=O)O	i	i	i	i	i	i	i	i	i	i	i
CC(C)[C@@H](C(=O)NCc1ccco1)N1C(=O)N2CCc3c([nH]c4ccccc34)[C@@]2(C)C1=O	i	i	i	i	i	i	i	i	i	i	i
COc1ccc(-n2c(=S)[nH]c3cc(C(=O)Nc4cc(C(N)=O)ccc4OC)ccc3c2=O)c(OC)c1	i	i	i	i	i	i	i	i	i	i	i
Cc1cnn(-c2nc(-c3ccccc3)cc(-c3ccccc3)n2)c1	i	i	i	x	i	i	i	x	x	i	x
Cc1c(C(=O)O)oc2c3c(ccc12)OCCO3	i	i	i	i	i	i	i	i	i	i	i
CCn1c(COc2ccc(C)cc2)nc2ccccc21	i	i	i	i	i	i	i	i	i	i	i
Cc1cc(C(=O)COC(=O)c2ccccc2NCCO)c(C)n1CC1CCCO1 (stereo not given)	i	i	i	i	i	i	i	i	i	i	i
Fc1cccc(-n2cc(-c3ccccc3)c3c(=S)nc[nH]c32)c1	i	i	i	i	i	i	i	i	i	i	i

# (cont.)
SMILES	TMEM16A act	RGS4 inh	TRPC4 potent	MrgX1 antagonist	TRPC4 inh	TRPC6 act	TRPC6 inhibitor	TMEM16A inh	MrgX1 agonist	TRPC4 agonist	MrgX1 allo act
COc1ccc(CCNc2ncnc3cc(OC)c(OC)cc23)cc1OC	i	i	i	x	i	i	i	x	x	i	x
CC(=O)c1sc(=S)n(-c2ccccc2)c1C	i	i	i	i	i	i	i	i	i	i	i
CN1CCN(C(=O)/C(=C\c2cccs2)NC(=O)c2ccco2)CC1	i	i	i	i	i	i	i	i	i	i	i
O=C(COc1c(F)c(F)c(C(F)(F)F)c(F)c1F)Nc1ccc(N2CCOCC2)c(Cl)c1	i	i	i	i	i	i	i	i	i	i	i
Cc1ccccc1N(CC(=O)NCCc1ccccc1)C(=O)c1ccc(N2CCCC2)nc1	i	i	i	i	i	i	i	i	i	i	i
COCCSc1nnc(NC(=O)c2ccc(OC)c([N+](=O)[O-])c2)s1	i	i	i	i	i	i	i	i	i	i	i
COc1ccc(OC)c(/C=c2\sc3nc(-c4cccs4)nn3c2=O)c1	i	i	i	i	i	i	i	i	i	i	i
CC(C)(C)C(=O)Nc1cc(S(=O)(=O)Nc2ccc(Cl)cc2)ccc1Cl	i	i	i	i	i	i	i	25*	i	i	i
Cc1onc(-c2ccccc2)c1C(=O)Nc1nnc(N(C)Cc2ccccc2)s1	i	i	i	i	i	i	i	i	i	i	i
